Hck Nef HTS: inhibitors of Nef-activated human Hck kinase, primary screen, biochemical, Z-Lyte FRET, 384-well, Hck-YEEI. inhibition, % at 20 µM. Recombinant Hck-YEEI plus Nef, Z-Lyte FRET kinase assay. actives 0.68% (n = 220,000);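 active means Hck-Nef kinase inhibition above about 50%, limit read from the data; inactive means inhibition below that limit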;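 further: 0% = DMSO with Hck plus Nef and 100% = Hck alone without Nef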
NPY-Y1 antag: NPY-Y1 receptor antagonists, primary screen, cell-based; HEK293-CNG Y1 cells, membrane potential fluorescence; NPY at EC95, then isoproterenol; AID 1040, 2008; inhibition, % at 3.6 µM; actives 1% (n = 200,000);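 active means inhibition above the campaign mean inhibition of all tested compounds plus 3 SD, cut at about 20% in these data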;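 further: 0% = DMSO wells given NPY plus isoproterenol and 100% = isoproterenol alone without NPY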
Target sequence (P25929 whole entry, looked up): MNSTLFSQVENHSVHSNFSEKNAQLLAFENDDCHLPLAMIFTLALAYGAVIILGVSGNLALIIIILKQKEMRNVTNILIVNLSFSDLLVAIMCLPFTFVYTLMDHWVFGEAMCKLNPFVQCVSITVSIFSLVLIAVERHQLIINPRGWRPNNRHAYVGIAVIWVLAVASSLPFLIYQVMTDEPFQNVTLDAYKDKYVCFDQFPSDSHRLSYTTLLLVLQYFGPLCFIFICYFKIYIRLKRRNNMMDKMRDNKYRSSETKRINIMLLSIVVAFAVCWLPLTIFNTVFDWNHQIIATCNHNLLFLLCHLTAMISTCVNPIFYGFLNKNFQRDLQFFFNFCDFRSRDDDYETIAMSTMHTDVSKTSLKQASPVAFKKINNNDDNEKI
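Material: HEK293 cells co-expressing NPY Y1 receptor and cyclic-nucleotide gated channel. Timing: compound incubation 1 h at room temperature, readout 45 min post-stimulation. Signal: fluorescence, membrane potential probe.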
RBBP9 inh: human RBBP9 inhibitors, primary screen, biochemical, fluorescence polarization, FP-Rh probe, HTS. recombinant RBBP9. AID 1515, 2009. Serine hydrolase RBBP9 (Homo sapiens), O75884. actives 0.2% (n = 220,000). inhibition, % at 7.94 µM;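 active means inhibition above the campaign mean of all tested compounds plus 3 SD, cut at about 14% in these data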;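 further: plate controls were DMSO wells with RBBP9 for no effect and wells lacking RBBP9 protein for full effect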
Target sequence (O75884 whole entry, looked up): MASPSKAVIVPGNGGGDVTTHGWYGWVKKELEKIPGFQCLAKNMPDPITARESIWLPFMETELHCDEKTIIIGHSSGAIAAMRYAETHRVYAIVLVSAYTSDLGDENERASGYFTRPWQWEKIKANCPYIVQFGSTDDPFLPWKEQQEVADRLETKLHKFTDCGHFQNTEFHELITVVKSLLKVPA
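System: RBBP9 protein | Quantity: 2.5 µM RBBP9 dispensing solution, before mixing | Reagent: FP-Rh probe, 375 nM dispensing solution | Timing: Enzyme-compound preincubation 30 min, then probe labeling 45 min, 25 °C | Measured by: Fluorescence polarization | Read-out: % inhibition | Replication: One well per compound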
NPY2 pot ag: NPY-Y2 potentiators or agonists, primary screen, cell-based; Neuropeptide Y receptor type 2 (Homo sapiens), P49146; cells expressing NPY-Y2, potentiator/agonist read-out; activation, % at 3.6 µM; actives 0.45% (n = 220,000); AID 1359, 2008; in the data active means activation above about 27%;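 further: cells stimulated with NPY near EC25 plus isoproterenol at EC100; 0% = vehicle plus submaximal agonist and 100% = vehicle plus saturating agonist; some results beyond the cut were filed as inactive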
Mdm2 ligase inh: MDM2-luciferase reporter signal enhancers, primary screen, MDM2 E3 ligase inhibitor project, cell-based, luminescence, 1536-well; E3 ubiquitin-protein ligase Mdm2 (Homo sapiens), Q00987; cell-based MDM2 ubiquitination luciferase reporter, 2 h; 0 = plate control, 100 = twice control, blank-subtracted; signal enhancement, % at 5 µM; actives 0.11% (n = 210,000); AID 1230, 2008;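 active means signal enhancement of 30% or more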;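 further: luminescence tracks abundance of the self-degrading MDM2-luciferase fusion protein; higher signal means inhibition of MDM2 E3 ligase activity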
Target sequence (Q00987 whole entry, looked up, the tested form may be a part): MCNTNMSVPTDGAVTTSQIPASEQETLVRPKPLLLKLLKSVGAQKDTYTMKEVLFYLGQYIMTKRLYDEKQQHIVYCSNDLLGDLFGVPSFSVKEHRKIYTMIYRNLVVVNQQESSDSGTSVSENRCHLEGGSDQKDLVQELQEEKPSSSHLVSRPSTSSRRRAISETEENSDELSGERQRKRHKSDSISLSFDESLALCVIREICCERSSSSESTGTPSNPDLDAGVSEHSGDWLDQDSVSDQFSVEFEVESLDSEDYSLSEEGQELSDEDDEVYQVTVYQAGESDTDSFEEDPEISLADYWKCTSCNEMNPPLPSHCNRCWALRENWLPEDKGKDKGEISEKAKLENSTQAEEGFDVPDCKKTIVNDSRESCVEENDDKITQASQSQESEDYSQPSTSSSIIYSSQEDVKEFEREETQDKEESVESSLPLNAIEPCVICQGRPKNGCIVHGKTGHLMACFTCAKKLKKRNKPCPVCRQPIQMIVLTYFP
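System: stable MDM2–luciferase fusion reporter cells / Input: 2000 cells seeded into each well / Schedule: 4 h settle plus 2 h compound, 37 °C / Compound: single-point 5 µM / Buffer or medium: cells held in DMEM / Benchmarks: control and blank well means / Evaluation: percent signal gain over controls, blank-subtracted / Measured by: luciferase luminescence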
p97 inhibitor: inhibitors of human p97 ATPase, primary screen, biochemical. inhibition, % at 8 µM. Transitional endoplasmic reticulum ATPase (Homo sapiens), P55072. recombinant p97 ATPase, Kinase-Glo ATP luminescence, 3 h. actives 0.42% (n = 220,000); in the data active means inhibition above about 15%;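 further: 0% = DMSO vehicle and 100% = wells lacking enzyme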
Runt-SMMHC FRET: inhibitors of RUNX1 Runt–CBFb-SMMHC binding, primary screen, biochemical, FRET, Cerulean-Runt, Venus-CBFb-SMMHC, uHTS. actives 0.74% (n = 220,000). Cerulean-Runt/Venus-CBFb-SMMHC FRET ratio 530/480, 1 h. inhibition, % at 20 µM;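 active means mean inhibition across duplicate retests at 20 µM reaching about 50%, limit read from the data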;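 further: 0% = DMSO wells and 100% = wells with excess untagged CBFb-SMMHC; inhibitors lower the FRET ratio by blocking Runt binding to CBFb-SMMHC; some results filed as inactive read as strong as hits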
Runt-CBFb FRET: inhibitors of RUNX1 Runt–CBFb binding, primary screen, biochemical, FRET, Cerulean-Runt, Venus-CBFb, uHTS; Runt-related transcription factor 1 (Homo sapiens) + Core-binding factor subunit beta …; Cerulean-Runt/Venus-CBFb FRET ratio 530/480, 1 h; inhibition, % at 20 µM; actives 0.46% (n = 220,000);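 active means inhibition over about 50% at 20 µM in the single-dose screen, limit read from the data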;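 further: 0% = DMSO wells and 100% = excess unlabeled CBFb competitor control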
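test system = Cerulean-tagged RUNX1 Runt domain (FRET donor) fusion protein | reagent = Venus-CBFb binding partner, 100 nM | incubation = protein complex preformed 1 h, compound exposure 1 h, room temperature, dark | detection = FRET fluorescence | read-out basis = loss of energy transfer signal | controls = 5 µM unlabeled CBFb as full-inhibition high control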
NPY1 pot ag: NPY-Y1 receptor potentiators or agonists, primary screen, cell-based. Neuropeptide Y receptor type 1 (Homo sapiens), P25929. NPY-Y1 expressing cells, potentiator/agonist activation. activation, % at 3.6 µM. actives 0.37% (n = 220,000). AID 1304, 2008; in the data active means activation above about 33%, passing the limit was not always enough;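 further: cells stimulated with NPY at EC10 then isoproterenol at EC100; 0% = low agonist plus stimulus and 100% = saturating agonist plus stimulus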
* = called active by the depositor; . = not tested or not shown.

# | SMILES | Hck Nef HTS | NPY-Y1 antag | RBBP9 inh | NPY2 pot ag | Mdm2 ligase inh | p97 inhibitor | Runt-SMMHC FRET | Runt-CBFb FRET | NPY1 pot ag
1 | Cc1cc(NC(=O)c2ccc(N3C(=O)CCC3=O)cc2)no1 | 1 | -2 | -4 | -4 | -4 | 7 | -4 | -2 | -10
2 | COc1ccc(-c2cc(-c3ccc(OC)cc3)nc(-c3ccc4c(c3)NC(=O)CO4)c2)cc1 | 1 | -4 | -5 | -9 | -21 | -4 | -6 | -1 | -8
3 | COc1ccc2c(c1)c1ccccc1n2C | 6 | 11 | 4 | -12 | 9 | 1 | 1 | -1 | -32
4 | CCCCCn1c(=O)[nH]c2cc(C(=O)O)ccc2c1=O | -6 | -2 | -8 | 32 | -9 | 6 | -7 | 1 | 3
5 | Cc1ccccc1S(=O)(=O)/N=C(/c1ccccc1)N1CCOCC1 | 11 | 3 | -8 | -19 | -10 | -1 | 0 | 0 | -5
6 | COc1ccc(C(=O)COC(=O)CCC(=O)c2cccs2)cc1 | 6 | 5 | -5 | -1 | -1 | 4 | -1 | 2 | 9
7 | Cn1cnnc1Sc1ccc(/C=C/C(=O)c2ccc(O)cc2)cc1[N+](=O)[O-] | 28 | 0 | -13 | 18 | -3 | 5 | 0 | 3 | 22
8 | CC(=O)Nc1ccc2[nH]c(C)c(CC=C(Cl)Cl)c(=O)c2c1 | 1 | 1 | -4 | -2 | -9 | 4 | 2 | 1 | -1
9 | O=S(=O)(Nc1ncccn1)c1ccc(NC(=S)Nc2cccc(Cl)c2)cc1 | 6 | . | -4 | 11 | -12 | 6 | -1 | 5 | 32
10 | c1ccc(Sc2ncnc3c2oc2ccccc23)nc1 | 2 | 6 | -6 | -9 | 11 | 3 | 11 | 0 | 14
11 | Cc1ccc(C(=O)/C=C/C(=O)c2ccc(C)cc2)cc1 | 35 | 14 | -17 | -13 | -8 | 6 | 50 | 54* | -19
12 | C=CCNC(=S)NNC(=O)Cn1c(-c2ccccc2)cc(=O)n2ncnc12 | 12 | . | -3 | -26 | -5 | 0 | 0 | 7 | -5
13 | S=C(NCc1ccco1)N1CCN(c2nc(-c3ccccc3)cs2)CC1 | 16 | -4 | 1 | -9 | -6 | 5 | 4 | 0 | 1
14 | Cc1[nH]c2ccccc2c1-c1ccc(Cl)nn1 | 24 | 0 | -2 | 0 | -13 | -3 | -1 | 1 | 1
15 | COc1ccc(CC(=O)Nc2nnc(C(C)(C)C)s2)cc1OC | -6 | 0 | 0 | -4 | -5 | 2 | -2 | 1 | 13
16 | CS(=O)(=O)N(CC(=O)N1CCCCC1)c1sc2c(c1C#N)CCCC2 | 5 | -1 | -3 | -1 | -8 | 2 | . | . | 5
17 | COc1ccccc1C(C)NCC(=O)Nc1c(F)cccc1F (centres undefined) | -5 | -3 | 0 | -1 | -17 | 0 | 3 | 0 | 16
18 | O=C(N/C(=C/c1ccccc1)C(=O)N1CCCCCC1)c1ccccc1 | 0 | 8 | -4 | 5 | -10 | 0 | 2 | . | 10
19 | Cc1ccc(F)c(NC(=O)c2ccc(Cn3cc(Cl)cn3)cc2)c1 | -12 | -1 | -8 | -8 | 6 | -4 | -3 | 1 | -18
20 | Cc1ccc(C(=O)CSc2nnc(C(C)C)n2C)cc1C | 27 | 9 | -2 | -5 | 2 | 3 | . | . | 11
21 | COc1ccc(C[C@H]2CN3C(=NC[C@@H]3C(C)C)N2CCNC(=O)CCC2CCCCC2)cc1 | -7 | 3 | -2 | -3 | . | 2 | 1 | 0 | -1
22 | COc1cc(CNC(C)(C)C)ccc1OCC(=O)NC(C)(C)C | 18 | -1 | 2 | 1 | 5 | 6 | 4 | 1 | 5
23 | CN(C)c1c(F)cc(-c2nn[nH]n2)cc1F | 5 | . | -1 | -3 | -14 | 2 | 4 | 1 | -19
24 | O=C(CN1CCN(c2ccccn2)CC1)N1c2ccccc2CCc2ccccc21 | -1 | 4 | -11 | -11 | -8 | -4 | 2 | -1 | 16
25 | Cc1ccc(-c2csc(NC(=O)CSc3ncn(-c4ccccc4)n3)n2)cc1 | 0 | 1 | -7 | -7 | -1 | 0 | -3 | -2 | 5
26 | COC(=O)c1cc(CSc2nnc(NC3CCCCC3)s2)oc1C | 1 | 14 | -6 | -10 | -18 | -3 | -4 | 1 | -13
27 | CCCCNC(=S)Nc1ccc(-c2nc3ccc(C)cc3s2)cc1 | 1 | 3 | 0 | -5 | . | -8 | 2 | 1 | 16
28 | COC(=O)c1sc2ccccc2c1NC(=O)c1ccc(S(=O)(=O)N2CCCCC2)cc1 | 3 | -5 | -1 | -7 | -9 | 9 | 1 | 0 | -14
29 | c1ccn2c(Cc3nnc4ccccn34)nnc2c1 | 1 | 1 | -4 | -11 | -15 | 5 | 2 | 1 | -5
30 | O=C(Oc1ccc(N(C(=O)c2ccncc2)S(=O)(=O)c2ccc(Cl)cc2)cc1)c1ccncc1 | -4 | -3 | 5 | -1 | -11 | 5 | 1 | -1 | -2
31 | COc1ccc(NC(=O)Cn2nnc3ccccc32)c([N+](=O)[O-])c1 | -4 | 3 | -5 | 4 | -6 | 5 | -2 | -2 | 14
32 | O=C(Nc1ccc(F)cc1F)c1noc2c1CCC2 | -16 | -2 | 6 | 16 | 2 | 4 | 2 | -1 | 6
33 | COc1ccccc1/C=C/C1=NC(=C\N(C)C)/C(=O)O1 | 5 | 3 | 4 | -7 | -6 | 3 | 89* | 33 | -10
34 | Cc1nc(-c2ccc(C(F)(F)F)cc2)sc1C(=O)NN | 6 | . | -4 | 4 | -20 | 0 | 3 | 1 | -22
35 | Fc1cccc(C2NC(=S)NC3=C2N2CCC3CC2)c1 (centres undefined) | 0 | -2 | -10 | -17 | 5 | 0 | 0 | 2 | 12
36 | Cc1cc(C)nc(NS(=O)(=O)c2ccc(Br)cc2)n1 | 4 | 9 | -6 | -14 | -4 | -5 | -4 | -2 | -14
37 | COc1ccc(NC(=O)Cn2nnc(C(=O)NCc3ccccc3)c2N)c(OC)c1 | 24 | -2 | -9 | 1 | -5 | 4 | 0 | 0 | 8
38 | COc1cc(/C=C(\CC(=O)O)c2nc3ccccc3s2)cc(OC)c1O | 2 | 6 | 1 | -4 | -3 | 3 | -40 | 11 | 5
39 | Cn1c(CC2Sc3ccccc3NC2=O)nnc1SCC(=O)c1ccc(Cl)cc1 (centres undefined) | 5 | . | -8 | -3 | -19 | 1 | -1 | 2 | -13
40 | O=C(NCCCN1CCCC1)[C@H](CSCc1ccccc1)N1Cc2ccccc2C1=O | 16 | . | -6 | -5 | 4 | 1 | 1 | 0 | 4
41 | CC(C)(C)NC(=O)C1Cc2ccccc2CN1C(=O)Nc1cccc(Cl)c1 (centres undefined) | -1 | -1 | -5 | 7 | -15 | -3 | 1 | -2 | -21
42 | COC(=O)c1ccc(OC(=O)c2cccs2)cc1 | 0 | 8 | 0 | -19 | -7 | 1 | 3 | -10 | -6
43 | Cc1ccc(CC2CC(=O)N(c3ccc4c(c3)OCCO4)C2=O)cc1 (centres undefined) | 2 | 9 | -5 | 3 | -14 | -4 | -2 | -1 | -19
44 | O=c1[nH]c(Cc2ccccc2)nc2scc(-c3ccccc3)c12 | 1 | 1 | -8 | 7 | -17 | -4 | 1 | 1 | 9
45 | CN(CC(=O)Nc1ccc(F)c(F)c1F)C1CCCCC1 | -1 | 5 | -13 | -5 | -10 | -8 | 2 | 1 | 0
46 | O=C(Oc1cccc(N2C(=O)C3C4c5ccccc5C(c5ccccc54)C3C2=O)c1)c1ccco1 (centres undefined) | 3 | 0 | -4 | 6 | -4 | 1 | -1 | 1 | -4

An excerpt from above in order of SMILES length, highest first.
# | SMILES | Hck Nef HTS | NPY-Y1 antag | RBBP9 inh | NPY2 pot ag | Mdm2 ligase inh | p97 inhibitor | Runt-SMMHC FRET | Runt-CBFb FRET | NPY1 pot ag
46 | O=C(Oc1cccc(N2C(=O)C3C4c5ccccc5C(c5ccccc54)C3C2=O)c1)c1ccco1 (centres undefined) | 3 | 0 | -4 | 6 | -4 | 1 | -1 | 1 | -4
7 | Cn1cnnc1Sc1ccc(/C=C/C(=O)c2ccc(O)cc2)cc1[N+](=O)[O-] | 28 | 0 | -13 | 18 | -3 | 5 | 0 | 3 | 22
19 | Cc1ccc(F)c(NC(=O)c2ccc(Cn3cc(Cl)cn3)cc2)c1 | -12 | -1 | -8 | -8 | 6 | -4 | -3 | 1 | -18
44 | O=c1[nH]c(Cc2ccccc2)nc2scc(-c3ccccc3)c12 | 1 | 1 | -8 | 7 | -17 | -4 | 1 | 1 | 9
27 | CCCCNC(=S)Nc1ccc(-c2nc3ccc(C)cc3s2)cc1 | 1 | 3 | 0 | -5 | . | -8 | 2 | 1 | 16
11 | Cc1ccc(C(=O)/C=C/C(=O)c2ccc(C)cc2)cc1 | 35 | 14 | -17 | -13 | -8 | 6 | 50 | 54* | -19
20 | Cc1ccc(C(=O)CSc2nnc(C(C)C)n2C)cc1C | 27 | 9 | -2 | -5 | 2 | 3 | . | . | 11
10 | c1ccc(Sc2ncnc3c2oc2ccccc23)nc1 | 2 | 6 | -6 | -9 | 11 | 3 | 11 | 0 | 14
29 | c1ccn2c(Cc3nnc4ccccn34)nnc2c1 | 1 | 1 | -4 | -11 | -15 | 5 | 2 | 1 | -5
3 | COc1ccc2c(c1)c1ccccc1n2C | 6 | 11 | 4 | -12 | 9 | 1 | 1 | -1 | -32

Compound activity deposited in PubChem BioAssay by several laboratories.
